# M1 PAM parental: M1 PAM counterscreen hit in parental CHO-K1 cells. ATP EC20, Fluo-8 calcium fluorescence; 0% at ATP EC20, 100% at ATP max. activation, % at 3 µM. actives 0.02% (n = 360,000). AID 602247;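 active = activation above the run cutoff, the mean activation of all test compounds plus 3 SD, cut at about 40% in these data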;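 also: peak over basal fluorescence ratio in a 140 s read after ATP addition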
# CHO parental Ca: signal in parental CHO cells, OX1R antagonist counter-screen; parental CHO-K1, ATP-induced calcium, Fluo-8 fluorescence; inhibition, % at 5.6 µM; actives 0.63% (n = 330,000); AID 463079;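 active = inhibition above that plate's mean sample inhibition plus 3 SD, cut at about 26% in these data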;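 also: 0% = ATP-challenged DMSO wells and 100% = DMSO wells without ATP; some compounds past the cut are filed as inactive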
#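 Material: Parental CHO cells | Reagent: ATP | Compound dosing: Single nominal dose of 5.6 µM per compound | Detection: Intracellular calcium via Fluo-8 no-wash fluorescent dye | Read-out: % inhibition of ATP-induced calcium mobilization | Benchmarks: Low control ATP plus DMSO, high control DMSO only | Replicates: Singlicate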
# CHO-K1 Ca ag: counter-screen for M1 agonists: effect in parental CHO-K1 cells; Fluo-8 calcium fluorescence; scaled to maximal ATP response, vehicle zero; activation, % at 3 µM; actives 0.48% (n = 360,000); AID 602248; in the data active = activation above about 15%;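 also: untransfected CHO-K1 host cells lacking M1 receptor as counterscreen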
# M1 antag: antagonists of human M1 muscarinic receptor; CHO-K1 hM1, Fluo-8 calcium fluorescence, ACh EC80 antagonist; AID 588852; actives 1.3% (n = 360,000); P11229; inhibition, % at 3 µM;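 active = percent inhibition above its own plate's cutoff, namely the mean of that plate's compound wells plus 3 SD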;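 also: peak over basal fluorescence ratio during 140 s after agonist addition; 0% = ACh EC80 plus DMSO and 100% = DMSO alone without agonist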
# Target sequence (P11229 whole entry, looked up): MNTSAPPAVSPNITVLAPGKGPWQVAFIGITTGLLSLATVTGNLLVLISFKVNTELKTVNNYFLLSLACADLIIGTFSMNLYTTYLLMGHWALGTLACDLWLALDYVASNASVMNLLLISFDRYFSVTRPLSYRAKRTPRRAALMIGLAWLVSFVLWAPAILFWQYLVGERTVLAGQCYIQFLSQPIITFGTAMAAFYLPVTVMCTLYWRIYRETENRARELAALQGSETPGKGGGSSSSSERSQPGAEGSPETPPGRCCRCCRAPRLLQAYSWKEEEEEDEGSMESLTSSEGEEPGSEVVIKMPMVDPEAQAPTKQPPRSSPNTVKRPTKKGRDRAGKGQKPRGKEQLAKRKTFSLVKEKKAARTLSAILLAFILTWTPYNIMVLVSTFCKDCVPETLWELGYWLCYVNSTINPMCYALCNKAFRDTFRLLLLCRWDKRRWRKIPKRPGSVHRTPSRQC
# CHRM1 PAM: potentiates human M1 receptor response to acetylcholine; P11229; CHO-K1 hM1, Fluo-8 calcium fluorescence, ACh EC20; 0% = ACh EC20, 100% = maximal ACh; activation, % at 3 µM; actives 0.088% (n = 360,000); in the data active = activation above about 19%, passing the limit was not always enough
# TAAR1 antag: human TAAR1 antagonism | Q96RJ0 | CHO RD-HGA16 TAAR1, Fluo-8 calcium fluorescence, antagonist | inhibition, % at 3 µM | actives 1.5% (n = 360,000);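 active = inhibition above a per-plate cutoff, the mean inhibition of test compounds on that plate plus 3 SD, cut at about 49% in these data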;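 also: 0% = DMSO plus EC80 beta-PEA response and 100% = DMSO alone without agonist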
# Target sequence (Q96RJ0 whole entry, looked up): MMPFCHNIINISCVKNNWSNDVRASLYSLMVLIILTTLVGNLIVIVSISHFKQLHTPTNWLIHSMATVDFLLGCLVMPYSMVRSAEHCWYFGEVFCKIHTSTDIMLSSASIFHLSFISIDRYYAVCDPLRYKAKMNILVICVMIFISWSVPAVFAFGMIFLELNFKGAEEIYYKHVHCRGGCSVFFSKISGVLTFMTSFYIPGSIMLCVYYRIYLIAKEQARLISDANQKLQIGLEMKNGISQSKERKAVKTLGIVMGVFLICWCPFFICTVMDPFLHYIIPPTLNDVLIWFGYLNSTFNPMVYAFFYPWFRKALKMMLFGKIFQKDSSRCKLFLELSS
#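 test system = CHO RD-HGA16 cells bearing hTAAR1 | replication = singlicate | controls = DMSO-only wells and EC80 β-PEA-stimulated wells | reagent = EC80 β-phenethylamine stimulus | read-out basis = percent inhibition of PEA-evoked calcium signal, max/basal emission ratio | schedule = seeding 17-24 h prior, 75-min 37 °C, 30-min RT dye loading | signal = kinetic Fluo-8 calcium fluorescence measurement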
# CHRM1 agonist: human M1 muscarinic receptor agonism; P11229; CHO-K1 hM1, Fluo-8 calcium fluorescence, agonist mode; 0% DMSO, 100% acetylcholine EC100; activation, % at 3 µM; actives 0.33% (n = 360,000); AID 588814;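 active = activation above the run's mean compound activation plus 3 SD, cut at about 16% in these data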;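 also: peak over basal fluorescence ratio within a 140 s kinetic read after compound addition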
# CHO-K1 Ca antag: nonselective inhibitor or artifact in parental CHO-K1 cells. ATP-induced calcium, Fluo-8 fluorescence. inhibition, % at 3 µM. actives 0.6% (n = 360,000). AID 602250;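 active = inhibition above a per-plate cutoff, the plate's mean sample inhibition plus 3 SD, cut at about 24% in these data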;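 also: 0% = DMSO plus EC80 ATP and 100% = DMSO alone without ATP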
# TAAR1 ag: human TAAR1 agonism | Q96RJ0 | CHO RD-HGA16 TAAR1, Fluo-8 calcium fluorescence; vehicle wells 0%, saturating PEA agonist 100% | activation, % at 3 µM | actives 0.99% (n = 360,000) | AID 624467;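 active = activation above the mean activation of all test compounds in the run plus 3 SD, cut at about 38% in these data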
#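 Test system: RD-HGA16 (CHO) cells co-expressing Gα16 and hTAAR1 / Benchmarks: DMSO vehicle as 0%, PEA at EC100 as 100% / Repeats: no replicates (n 1) / Measure: % activation from peak over basal fluorescence ratio, DMSO-to-PEA scaled / Timing: 17-24 h plating, Fluo-8 75 min 37 °C, 30 min RT / Technique: kinetic Fluo-8 calcium fluorescence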
# Active calls of the source: *; · = not tested or not shown. Not a hit list, and some 4.4% of all compounds hit somewhere here.
SMILES,M1 PAM parental,CHO parental Ca,CHO-K1 Ca ag,M1 antag,CHRM1 PAM,TAAR1 antag,CHRM1 agonist,CHO-K1 Ca antag,TAAR1 ag
CCc1sc(C(=O)Nc2ccc(N3CCOCC3)cc2)cc1C,4.4,-7.1,0.0,-11.5,2.4,10.9,-4.9,-12.6,1.1
O=C(c1ccc(Cl)c(S(=O)(=O)NCc2ccccc2)c1)N1CCN(c2ccccn2)CC1,-11.8,-21.0,7.1,17.0,-17.1,·,-0.9,3.3,·
CC(=O)Nc1nc2cc3c(cc2s1)OCO3,1.9,6.9,0.5,-17.3,11.1,-9.1,-2.8,-1.4,0.6
CC(=O)Nc1ccc(NC(=O)C(C)OC(=O)c2ccc(OCc3c(C)noc3C)cc2)cc1 (stereo unspecified),10.6,-6.7,1.1,0.7,-2.6,11.1,-8.5,-7.1,8.5
COc1ccc2c(c1)C(C)CC(C)(C)N2C(=O)NC1CCCCC1 (stereo unspecified),9.9,2.5,3.2,-6.3,7.5,5.9,-4.3,6.8,2.4
Cn1nnnc1SCC(=O)Nc1cccc(S(=O)(=O)N2CCCCC2)c1,-12.5,4.3,1.0,13.9,-4.8,-7.2,-3.3,-5.7,2.2
CN(Cc1ccccc1F)c1cc2c(c3c1ccn3C)C1CCC2O1 (stereo unspecified),13.1,·,0.1,-40.5,2.2,-32.4,-4.8,-18.3,7.3
COc1ccc(CCC(=O)N(C)CC(=O)Nc2cc(C)ccc2C)cc1,3.7,-6.3,-0.1,-4.4,6.2,10.4,-2.6,-13.2,0.6
COc1ccc(/C=N/NC(=O)C(N)=O)c(OC)c1OC,21.1,-6.2,1.2,-2.3,-0.1,15.6,-1.2,-3.9,-2.7
CCOC(=O)CS(=O)(=O)c1ccccc1,-3.5,-3.2,-0.4,-18.3,8.2,-14.2,5.1,14.8,15.2
COc1nc(-c2ccc(Cl)cc2Cl)nc2ccccc12,8.7,5.9,0.6,-14.0,10.4,0.2,2.0,-2.8,11.9
CN(C)CCCn1c2c3ccccc3ccc2c2oc(=O)c3ccccc3c21,4.6,·,1.8,-7.8,2.0,4.7,-4.7,-2.0,3.0
CCOc1ccc(N(CC(=O)N2CCCCCC2)S(=O)(=O)c2ccc(C)cc2)cc1,19.8,-9.3,-0.9,-14.7,13.9,-14.1,-2.5,-0.8,0.0
Cc1cccc(NS(=O)(=O)c2cccc(C(=O)N3CCCCCC3)c2)c1,-12.6,-14.6,0.5,-13.7,5.7,-39.2,-0.8,-0.4,11.9
CCOC(=O)C1=C(COC(=O)COc2ccccc2C#N)NC(=O)NC1C (stereo unspecified),0.8,-26.4,0.5,-22.5,7.1,-17.0,0.4,-6.7,3.9
CN1CCC(=O)N(CCSc2ccccc2)CC1,9.3,-10.8,1.6,3.7,7.8,-5.0,-5.7,-7.5,6.3
CN(c1ccccc1)S(=O)(=O)c1cccc(C(=O)OCC(=O)NCc2ccco2)c1,13.7,-18.6,4.4,5.4,1.8,1.6,-6.9,-13.5,3.7
Cc1ccc(Nc2nnc(SCc3nc4ccccc4c(=O)[nH]3)s2)cc1,19.0,-7.0,1.0,-13.7,7.4,-4.5,-3.1,-14.7,2.3
CCCCN(C(=O)CSc1nc2ccccc2s1)c1c(N)n(CCCC)c(=O)[nH]c1=O,2.9,-17.2,0.6,14.6,-11.4,-8.1,-2.9,-13.7,0.1
Cc1cc2oc(=O)cc(CN(C)Cc3cccc(F)c3)c2cc1Cl,12.9,-18.9,3.1,28.3,-12.7,21.3,-4.0,-6.6,-0.3
Nc1ccn([C@@H]2O[C@H](C(=O)NCCCN3CCCC3=O)[C@@H](O)[C@H]2O)c(=O)n1,19.5,·,0.8,·,·,25.0,·,-18.8,-0.8
COc1cc(OC)c2ccc(=O)oc2c1C(CC(=O)N1CCN(c2ccccc2)CC1)c1ccc2c(c1)OCO2 (stereo unspecified),-5.8,-9.1,0.2,-1.4,9.1,36.9,-0.7,-8.5,6.1
NC(=O)c1ccccc1NC(=O)c1ccccc1S(=O)(=O)c1ccccc1[N+](=O)[O-],10.8,-10.0,0.9,6.7,-2.5,-21.8,-2.4,-5.7,5.8
Cc1cc(C)nc(NS(=O)(=O)c2ccc(NC(=O)CSc3nc4ccccc4[nH]3)cc2)n1,22.6,-7.9,0.3,10.4,-1.8,-18.6,-9.0,-8.1,7.5
Clc1ccc(C2=Nn3c(nnc3-c3cc(-c4ccccc4)n[nH]3)SC2)cc1,35.4,-23.0,0.6,-13.1,15.5,3.6,2.9,-48.2,4.5
CCOc1ccccc1NC(=O)c1cccc(NC(=O)c2ccco2)c1,2.3,-27.7,2.2,5.7,-8.4,30.4,-1.5,3.4,13.9
CCC1=C(OC(=O)N(CC)CC)N2C(=O)OC(=NCC3CC3)[C@]2(Cc2ccccc2)[C@H]2C1=CC[C@H]1C(=O)N(c3ccccc3)C(=O)[C@H]12,7.3,-12.3,-0.1,9.7,-1.1,12.2,-2.0,-10.6,1.6
Cc1ccc(Cl)cc1N(CC(=O)N1CCOCC1)S(C)(=O)=O,15.6,-14.1,0.4,-18.9,8.7,3.4,-3.7,-7.5,0.1
O=C(NCc1cccnc1)c1cc(C2CCCCN2S(=O)(=O)c2cccc3cccnc23)on1 (stereo unspecified),-0.5,·,-0.4,23.6,-8.5,-9.0,-7.2,4.4,0.5
O=C(CSc1nccc(=O)[nH]1)c1cc2ccccc2o1,-12.2,-5.0,0.8,-5.0,17.6,-14.2,0.4,-3.6,13.3
COc1ccc(-c2nn(-c3ccccc3)cc2/C=N/N2C(=O)CSC2=S)cc1,16.9,-7.5,0.5,12.0,-6.1,15.5,-5.1,-6.7,7.1
COc1ccc(Cl)cc1NC(=O)CN(C)CC(=O)NCc1cccs1,-3.5,-11.7,0.8,-5.0,1.4,17.3,-2.5,-2.8,2.6
O=C(NCc1ccc(F)cc1)c1cc(-c2cccs2)on1,0.8,-2.2,0.1,1.9,-3.2,11.9,-3.3,-23.8,13.1
O=C(NCCOc1ccccc1Cl)c1cc(F)c(F)cc1Cl,16.7,-19.6,0.2,-12.6,4.6,·,-5.6,-13.5,·
CCc1cc(C(=O)Nc2nc(-c3ccccn3)cs2)sc1C,15.6,-1.7,0.9,1.1,-4.3,6.2,-6.4,-14.0,4.8
Cc1ccc2nc(Nc3ncc4c(n3)CC(C)(C)CC4=O)nc(C)c2c1,16.3,-10.9,1.5,-3.6,4.6,19.6,-6.0,-17.1,7.6
Cc1ccc(NC(=S)Nc2ccc3cn[nH]c3c2)c(C)c1,17.3,-10.0,0.9,2.2,-2.0,-16.2,-7.3,-16.5,2.9
CCOc1ccc(CN(C)C(=O)c2ccc3ccccc3n2)cc1,0.6,18.8,8.4,-0.7,6.2,-11.8,-2.8,-4.2,1.1
Cc1nonc1NC(=O)CSc1nc(CCC2CCCC2)nc2ccccc12,-4.1,-28.4,-0.3,-15.4,-4.1,41.3,-3.6,-5.1,15.2
CCC1(C)Cc2c(sc3nnn(CC(=O)Nc4ccccc4C)c(=O)c23)CO1 (stereo unspecified),-1.8,-4.0,0.4,-7.2,7.2,-2.2,-4.2,-16.0,10.0
CC1CC(C)CN(S(=O)(=O)c2cc3c4c(c2)C(C)C(=O)N4CCC3)C1 (stereo unspecified),11.1,-10.9,-0.3,-16.2,14.0,-16.5,-4.0,6.4,-1.0
CCn1c(NC(=O)c2ccco2)c(-c2ccccc2Cl)c(=O)c2ccccc21,13.8,-3.3,0.7,2.4,3.9,-7.4,-3.9,-1.2,9.4
COCC(=O)n1nc(-c2ccccc2)nc1NCc1cccs1,13.9,·,1.7,13.6,1.3,-10.6,-4.2,-14.4,-0.5
COc1ccc(Cl)cc1-c1nc(SCC(=O)NCC2CCCO2)n[nH]1 (stereo unspecified),-4.1,-18.6,0.4,5.9,7.9,1.8,-3.2,-10.5,0.7
CCC1CCC/C1=N\NC(=O)c1ccccc1C (stereo unspecified),-28.1,-12.2,-0.2,-5.3,13.4,-22.0,-0.7,10.8,-0.3
CN(C)CCCNC(=O)Cc1ccc(Br)cc1,26.1,-5.4,0.6,-5.8,-1.4,-22.0,-9.4,-8.1,1.0
CSC1=NC2(C)CCCCC2C12C=CC(=O)C=C2 (stereo unspecified),26.3,-8.4,1.9,-13.6,9.0,-35.9,-3.7,-3.6,-0.5
O=C(O)c1ccccc1C(=O)Nc1ccc(-c2csc(-c3ccccc3)n2)cc1,16.8,2.1,-0.2,-14.1,10.0,-5.0,-7.2,-9.7,-2.0
N=c1c(C(=O)NCCN2CCOCC2)cc2c(=O)n3ccccc3nc2n1Cc1ccc(F)cc1,-6.2,-7.0,-0.3,5.7,-4.3,-23.4,-4.7,-4.7,-0.4
O=C(COC(=O)CNC(=O)C1CCCCC1)Nc1cccc(F)c1,11.0,8.3,0.9,-6.0,8.8,-19.6,-3.9,-19.3,12.9
CCOC(=O)c1cccc(NC(=O)CSc2nnc(-c3cccnc3)n2C)c1,1.7,-15.9,-0.2,3.4,0.4,-16.7,-3.6,1.8,-0.5
COc1ccc(/C=N/N2C(C)CCCC2C)cc1O (stereo unspecified),-10.4,-3.6,0.0,0.1,6.8,-6.8,1.5,-4.1,-0.1
C[C@H](CO)N1C[C@H](C)[C@@H](CN(C)S(=O)(=O)c2cccs2)Oc2c(NC(=O)Nc3ccc4c(c3)OCO4)cccc2C1=O,1.3,-10.1,4.7,-2.4,-2.6,30.9,-6.6,-10.6,9.5
CCOC(=O)CC(=O)CSc1nc(N)c(C#N)c(-c2ccc(Cl)cc2)c1C#N,-13.2,8.6,1.2,7.6,-3.1,0.1,-4.1,13.0,4.5
O=C(CCc1ccccc1)Nc1ccc(NS(=O)(=O)c2ccccc2)cc1,9.4,-13.3,0.9,-11.4,2.1,-10.7,-2.7,-10.4,0.6

# A different layout for part of the listing above:
# Values run as follows: M1 PAM parental | CHO parental Ca | CHO-K1 Ca ag | M1 antag | CHRM1 PAM | TAAR1 antag | CHRM1 agonist | CHO-K1 Ca antag | TAAR1 ag
> CCOC(=O)c1cccc(NC(=O)CSc2nnc(-c3cccnc3)n2C)c1
 : 1.7 | -15.9 | -0.2 | 3.4 | 0.4 | -16.7 | -3.6 | 1.8 | -0.5
> C[C@H](CO)N1C[C@H](C)[C@@H](CN(C)S(=O)(=O)c2cccs2)Oc2c(NC(=O)Nc3ccc4c(c3)OCO4)cccc2C1=O
 : 1.3 | -10.1 | 4.7 | -2.4 | -2.6 | 30.9 | -6.6 | -10.6 | 9.5
> N=c1c(C(=O)NCCN2CCOCC2)cc2c(=O)n3ccccc3nc2n1Cc1ccc(F)cc1
 : -6.2 | -7.0 | -0.3 | 5.7 | -4.3 | -23.4 | -4.7 | -4.7 | -0.4
> CCOC(=O)CC(=O)CSc1nc(N)c(C#N)c(-c2ccc(Cl)cc2)c1C#N
 : -13.2 | 8.6 | 1.2 | 7.6 | -3.1 | 0.1 | -4.1 | 13.0 | 4.5

# Screening results deposited in PubChem BioAssay by The Scripps Research Institute Molecular Screening Center.
